PGE2 EP2 inh: blocks the human prostaglandin E2 receptor EP2. P43116. C6 glioma cells expressing human EP2, cAMP TR-FRET; cells stimulated with saturating PGE2. inhibition, % at 25 µM. 260,000 tested, 0.52% active. AID 1422;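 active = percent inhibition above 40 after rounding to a whole number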;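 note: rat C6 glioma host cells with rolipram phosphodiesterase inhibitor present; the protocol text gives 20 µM as final concentration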
EP2 modulator: EP2 receptor (human) modulation; AID 940; P43116; 260,000 tested, 0.83% active; induction, % at 25 µM; EP2-expressing cells, cAMP HTRF FRET, PGE2 co-stimulation;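 active = compounds whose cAMP rise, as percent of the full-agonist control response, exceeds 60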;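 note: rat C6 glioma line stably carrying human EP2 under a CMV promoter; the protocol text gives 20 µM as final concentration; 100% = response of wells given 1 µM PGE2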
Calpain2 inh: blocks pig calpain II enzyme activity | purified calpain II, fluorogenic peptide substrate, 30 min | inhibition, % at 16 µM | 220,000 tested, 0.37% active | AID 1236;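 active = inhibition above about 50%, limit read from the data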
14-3-3 Bad inh: disrupts binding of bovine 14-3-3 zeta to phospho-Bad peptide | P63103 | TR-FRET 14-3-3zeta/Dy647-pBad peptide displacement, 1 h | inhibition, % at 21.7 µM | 220,000 tested, 0.71% active | AID 781;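 active = inhibition above about 70%, limit read from the data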;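 note: 0% = full 14-3-3 plus peptide FRET controls and 100% = background without 14-3-3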
Target sequence (P63103 whole entry, looked up): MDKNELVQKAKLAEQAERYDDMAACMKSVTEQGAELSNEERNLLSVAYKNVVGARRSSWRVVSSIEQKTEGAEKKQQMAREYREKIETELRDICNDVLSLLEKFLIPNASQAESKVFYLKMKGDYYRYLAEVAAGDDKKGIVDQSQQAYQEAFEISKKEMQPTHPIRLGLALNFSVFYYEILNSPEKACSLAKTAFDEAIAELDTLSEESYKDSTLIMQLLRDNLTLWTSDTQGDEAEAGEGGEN
L929 necroptosis: L929 zVAD cell death inhibition. viability rescue, % at 10 µM. 220,000 tested, 0.38% active. L929 zVAD necroptosis rescue, ATP luminescence, 24 h; with zVAD 60 µM;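 active = activation, scaled between plate controls, above about 75%, limit read from the data; inactive = activation under that limit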;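 note: 0% = zVAD with DMSO and 100% = DMSO alone without zVAD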
Rad51 HR inh: blocks human Rad51 in homologous recombination. hRad51 DNA strand exchange, fluorescence dequenching. inhibition, % at 10 µM. 200,000 tested, 0.085% active;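 active = inhibition above 40% at the single screening dose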;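 note: 0% = DMSO control wells and 100% = blanks with heterologous ssDNA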
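Material: human Rad51–ssDNA filaments; Probe or stimulus: labelled 47-mer dsDNA for strand exchange; Doses: single 10 µM dose; Incubation: 37 °C 15-min filament assembly, 30-min compound preincubation, 15-min exchange; Technique: FRET fluorescence dequenching, excitation 485 nm, emission 520 nm; Measure: Fluorescence-based percent inhibition, control- and blank-normalised; Benchmarks: plate control and blank wells.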
eIF4E 4G PPI: blocks eIF4E binding to eIF4G. TR-FRET eIF4E-eIF4GI(517-606) binding, 2 h. P63073+Q04637. inhibition, % at 21.7 µM. AID 782. 220,000 tested, 0.37% active;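 active = inhibition above about 30%, limit read from the data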;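 note: 0% = full FRET control wells and 100% = background wells lacking eIF4GI fragment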
Tb hexokinase: T. brucei hexokinase 1 inhibition. 220,000 tested, 0.11% active. inhibition, % at 10 µM. AID 1430. recombinant TbHK1, G6PDH-coupled NADH A340;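 active = inhibition of 50% or more in the single-dose primary screen; inactive = inhibition below 50%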
Hck Nef HTS: human Hck-Nef kinase inhibition; Recombinant Hck-YEEI plus Nef, Z-Lyte FRET kinase assay; inhibition, % at 20 µM; AID 463187; 220,000 tested, 0.68% active;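 active = Hck-Nef kinase inhibition above about 50%, limit read from the data; inactive = inhibition below that limit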;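 note: 0% = DMSO with Hck plus Nef and 100% = Hck alone without Nef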
Target sequence (P08631 whole entry, looked up): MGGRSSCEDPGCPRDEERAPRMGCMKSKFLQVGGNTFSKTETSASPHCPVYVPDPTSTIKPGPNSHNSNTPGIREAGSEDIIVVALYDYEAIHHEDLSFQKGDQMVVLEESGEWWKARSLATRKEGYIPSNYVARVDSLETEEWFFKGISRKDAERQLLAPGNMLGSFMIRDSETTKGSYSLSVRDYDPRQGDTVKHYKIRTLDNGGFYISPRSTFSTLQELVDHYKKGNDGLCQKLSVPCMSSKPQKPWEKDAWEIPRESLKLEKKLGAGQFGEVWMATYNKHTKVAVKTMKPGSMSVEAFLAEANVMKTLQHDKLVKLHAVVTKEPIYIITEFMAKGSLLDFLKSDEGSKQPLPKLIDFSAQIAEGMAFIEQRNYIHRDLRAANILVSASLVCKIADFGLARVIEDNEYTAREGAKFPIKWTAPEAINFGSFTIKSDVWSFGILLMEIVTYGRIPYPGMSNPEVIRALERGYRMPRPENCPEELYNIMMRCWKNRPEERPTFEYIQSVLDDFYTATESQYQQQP
An asterisk follows results filed as active; i = inactive; / = not tested or not shown; & = joins results of further samples; [ ] = dose if it differs, or a comment. These rows are one share of the data. The share of hits here may be higher or lower than overall.

cpd | molecule | PGE2 EP2 inh | EP2 modulator | L929 necroptosis | Calpain2 inh | 14-3-3 Bad inh | eIF4E 4G PPI | Rad51 HR inh | Hck Nef HTS | Tb hexokinase
1 | O=C(Nc1ccc(CN2CCOCC2)cc1)c1ccc(-c2cc(Cl)ccc2Cl)o1 | 59* | -39 | -0.2 | -112 | -1 | 2 | -6 | 1 | -42
2 | O=C(O)CNC(=S)N(Cc1ccc(F)cc1)C1CCCCC1 | 7 | 7 | 1.3 | 21 | 47 | 3 | / | 1 | -3
3 | Cc1ccc(Cn2nnnc2CN2CCC(O)(c3ccccc3F)CC2)cc1 | 11 | -2 | 0.6 | 6 | 2 | 3 | -3 | -10 | -8
4 | Cc1c(NC(=O)CCC(=O)N2CCCCC2)c(=O)n(-c2ccccc2)n1C | 17 | -11 | -0.1 | -3 | 8 | 3 | 4 | 0 | 10
5 | Cc1ccc(S(=O)(=O)N2CCN(Cc3nc4sc5c(c4c(=O)[nH]3)CCCC5)CC2)cc1 | 10 | 22 | 1.3 | -17 | 8 | 0[fluorescence artefact?] | / | -25 | 1
6 | CC1CCN(C(=O)C(C)c2ccc([N+](=O)[O-])cc2)CC1 (stereo not drawn) | 11 | 1 | 0.9 | -15 | 2 | 0 | 3 | 11 | 3
7 | O=C(O)CSc1ccc(Oc2ccc(SCC(=O)O)cc2)cc1 | 3 | 9 | 0.8 | 7 | 1 | -5 | -1 | 25 | 9
8 | COc1ccc(CCCc2n[nH]c(=S)o2)cc1 | 9 | 31 | 8.3 | -25 | -11 | 1 | -5 | 22 | 2
9 | CCOc1ccc(-n2c(-c3ccc(OC)cc3)c[n+]3c2CCCCC3)cc1 | 9 | -3 | -0.3 | -10 | -4 | -3 | 2 | 2 | 5
10 | CCn1c(C)nc2cc(S(N)(=O)=O)ccc21 | 13 | 15 | 9.3 | -21 | -3 | -2 | 8 | 22 | -5
11 | C/C=C/C=C\C(=O)Nc1cccc(C2=NOC3(C2)C[C@H](C(N)=O)N(C(=O)/C=C/C)C3)c1 (stereo partly drawn) | 10 | -1 | -0.2 | -28 | 3 | 1 | -1 | 17 | -15
12 | CNC(=O)c1nnn(Cc2ccccc2)c1NC(=O)C(F)(F)F | 9 | 39 | 2.0 | -31 | 77* | -7[fluorescence artefact?] | -7 | 1 | 1
13 | Cc1cc(=O)oc(C)c1C(=O)n1nc(C)c2c1C[C@@H]1[C@H]2C1(C)C | 14 | -2 | -1.3 | -9 | 16 | 1[fluorescence artefact?] | -2 | -3 | -2
14 | COc1ccc(C2CC2C(=O)c2ccccn2)cc1 (stereo not drawn) | 1 | -27 | 0.0 | -4 | -14 | 1 | 33 | 16 | -3
15 | CCOc1cccc(C(=O)Nc2ccccc2N2CCN(C(=O)C(C)C)CC2)c1 | 6 | 20 | -0.3 | 23 | -8 | 4 | -10 | 1 | -12
16 | CCc1c(O)nc(SCC(=O)Nc2nc3ccccc3s2)n(-c2ccccc2)c1=O | 6 | -25 | 0.0 | -10 | 5 | -5 | / | 18 | -2
17 | CN(C)Cc1nc2c(c(=O)[nH]1)C1(CCCCC1)Cc1ccccc1-2 | 10 | 49 | -0.3 | 14 | 5 | 4 | -19 | 4 | 1
18 | COc1ccccc1Oc1nc(-c2cccnc2)nc2ccccc12 | 3 | 52 | 0.5 | -12 | -2 | 1 | 1 | 16 | -16
19 | CCOC1OC(=O)C(Cl)=C1Nc1ccc(C)cc1C (stereo not drawn) | 4 | 22 | / | 21 | -1 | 0 | 18 | -2 | 2
20 | C=CCOc1c(CNc2cccc(C(=O)O)c2)cccc1OC | 8 | 19 | -0.2 | -262 | -15 | 2 | 7 | 15 | -10
21 | COC(=O)c1cn(NC(=O)c2ccc([N+](=O)[O-])c(C)c2)c(=O)c2ccccc12 | 5 | 6 | 1.6 | -7 | -10 | -3 | / | 17 | 0
22 | CCC(=O)Nc1c(C)n[nH]c1C | 6 | -10 | 0.6 | 6 | 3 | 12[fluorescence artefact?] | 12 | 7 | 0
23 | CCOC(=O)Cc1csc(NC(=O)c2csc3c2CCCC3)n1 | 6 | 10 | 2.6 | -2 | -12 | 4 | 8 | 1 | -7
24 | CCc1c(C)sc(NC(=O)C2CC2)c1C(=O)OC(C)C | 5 | 37 | 0.6 | -2 | -4[fluorescence artefact?] | 13[fluorescence artefact?] | 0 | 1 | 4
25 | O=C(O)c1ccc2c(c1)SC1=NS(=O)(=O)CCN12 | 8 | 8 | 1.6 | 9 | -1 | 0 | 6 | -4 | -6
26 | CSc1ccccc1C(=O)NC1CCCCCC1 | 6 | -2 | 0.4 | 5 | 3 | -2 | -7 | 3 | 1
27 | Cc1nn(-c2ccccc2)c(N)c1Sc1cccc([N+](=O)[O-])c1 | 9 | -70 | 1.4 | 22 | 13[fluorescence artefact?] | 8 | / | 3 | 8
28 | CN(C)c1ccc(NC(=O)/C=C/c2ccccc2Cl)cc1 | 9 | -37 | 9.1 | 14 | -5 | -1 | / | 2 | -8
29 | Cc1nc(NCCc2ccc(S(N)(=O)=O)cc2)c2c3c(sc2n1)CCC3 | 8 | -9 | -1.2 | -199 | -18[fluorescence artefact?] | -12 | -11 | 3 | -1
30 | O=C(CSc1ccccc1)Nc1ccc(-c2nc3ccccc3[nH]2)cc1 | 16 | -6 | 6.7 | -102 | 3 | 1 | 2 | 2 | -6

Structures listed so far marked active in 14-3-3 Bad inh.
#	Compound	EP2 modulator	Calpain2 inh	14-3-3 Bad inh	eIF4E 4G PPI	Hck Nef HTS	Tb hexokinase
12	CNC(=O)c1nnn(Cc2ccccc2)c1NC(=O)C(F)(F)F	39	-31	77*	-7[fluorescence artefact?]	1	1

The results go on:
cpd | molecule | PGE2 EP2 inh | EP2 modulator | L929 necroptosis | Calpain2 inh | 14-3-3 Bad inh | eIF4E 4G PPI | Rad51 HR inh | Hck Nef HTS | Tb hexokinase
31 | Cn1nc(C(F)(F)F)c(C(=O)Nc2cccc(Cl)c2)c1Cl | 6 | -5 | 0.6 | -7 | -2 | -4[fluorescence artefact?] | -2 | 1 | 0
32 | O=C(c1ccc(COc2ccccc2[N+](=O)[O-])o1)N1CCCCCC1 | 17 | -7 | 0.4 | -34 | -15 | 0 | 8 | 0 | 2
33 | Nc1nc(SCC(=O)NC2CCCc3ccccc32)n[nH]1 (stereo not drawn) | 4 | -9 | 2.7 | 15 | 7 | -2 | -3 | 15 | 6
34 | Cc1ccc2c(c1)c(CC(=O)Nc1ccc(F)cc1)c(C(=O)O)n2C | 11 | 3 | -0.1 | -21 | 8 | -4 | 7 | 3 | -9
35 | COC(=O)CN=C1OC(=O)N2C(=O)C3=C4[C@@H](C[C@H]5C(=O)N(c6ccccc6)C(=O)[C@H]5[C@H]4[C@@]12Cc1ccccc1)[C@H]1C(=O)N(c2ccccc2)C(=O)[C@H]1[C@H]3C | 5 | -1 | -0.1 | -52 | 4 | -2 | 1 | 13 | -18
36 | C=CCn1c(O)c(C(CC)=NCc2cccnc2)c(=O)[nH]c1=O | 4 | 4 | 0.6 | 1 | 0 | 0 | 3 | 2 | -7
37 | CCOC(=O)COc1ccc2c(=O)c(-c3ccccc3)coc2c1 | 8 | -8 | 0.3 | 25 | 3 | -9 | -13 | 21 | -7
38 | O=c1cc(NCc2ccco2)c2ccccc2o1 | 16 | 5 | -0.3 | -13 | -9 | -3 | 7 | -1 | 4
39 | CCNc1nc(NC(C)C)nc(Oc2ccc(=O)n(C)n2)n1 | 4 | 1 | 1.1 | 3 | -6 | 65* | / | 6 | 6
40 | CC1=NS(=O)(=O)c2cc(Cl)ccc2N1 | 14&11&7 | -1&18&22 | 0.8 | 23 | 1 | -2 | 1 | -6 | 4
41 | Cc1nnc(NC(=O)c2ccccc2-c2ccccc2C(=O)O)s1 | 6 | 14 | 0.9 | 8 | 7 | 2 | 13 | -2 | -9
42 | Cc1c(C2CC(=O)N(c3ccccc3)C2=O)[nH]n(-c2ccccc2)c1=O (stereo not drawn) | 14 | 16 | -0.1 | 18 | -10 | 2 | -6 | 0 | 2
43 | NC(=O)COc1ccc2c3c(c(=O)oc2c1)CCCCC3 | 12 | -21 | -0.2 | i | 0 | 2 | / | 1 | -20
44 | CN(C)C(=O)c1ccc(-n2cnc3ccccc3c2=O)cc1 | 1 | 9 | 1.4 | 9 | -10 | 1 | -11 | 22 | 3
45 | CN(C)/C=N/c1cnc(C(=O)c2ccc(Cl)cc2)n1C | 9 | -9 | 0.6 | 0 | -2 | -2 | -9 | 1 | -19
46 | S=C1NCCOCCOCCOCCOCCNC(=S)N2CCOCCOCCN1CCOCC2 | 8 | 35 | 7.0 | -32 | -5 | -2 | 5 | 21 | -1
47 | Cn1cnc([N+](=O)[O-])c1Sc1ncccc1N | 9 | 17 | -0.7 | -44 | -7 | 5 | -9 | -3 | -16
48 | CS(=O)(=O)N1CCCC(C(=O)N2CCN(c3cccc(Cl)c3)CC2)C1 (stereo not drawn) | 7 | -14 | -0.7 | 6 | -4 | 4 | / | 6 | -3
49 | CCOC(=O)c1sc(N=NC2=C(O)CCCC2=O)c(C(=O)OCC)c1C | 3 | 30 | -0.2 | -97 | -26 | 4 | 7 | 51* | 5
50 | CCOC(=O)c1c(C)nc2ccc(C)cn12 | 8 | -5 | -0.4 | 1 | 3 | -8 | -3 | 0 | 1
51 | S=C1NC2(CCCC2)N=C1c1ccccc1 | 4 | 12 | 1.1 | -18 | -21 | -6 | 11 | 2 | -9
52 | Nc1c(-c2cccs2)cnn1-c1nc(-c2ccc(Cl)cc2Cl)cs1 | 7 | 6 | 0.4 | 30 | 7[fluorescence artefact?] | -19[fluorescence artefact?] | 6 | 2 | -2
53 | O=C(CSc1nnnn1Cc1ccccc1)Nc1ccc2c(c1)OCO2 | 10 | 2 | -0.1 | -31 | 6 | 1 | 3 | 0 | -1
54 | CCCn1cc(NC(=O)C2CC(c3cccc(Br)c3)=NO2)cn1 (stereo not drawn) | 13 | -19 | 0.5 | -23 | 8 | -1 | -2 | -1 | 2
55 | O=C(Nc1cccc(F)c1)C1CCN(C(=O)c2ccc(Cl)cc2)CC1 | 8 | 1 | 6.4 | 24 | 7 | 0 | -7 | -4 | -4
56 | CCCC(=O)NC1=C(C#N)C2(CCCC2)Cc2ccccc21 | 7 | 9 | 1.6 | 9 | -4 | 5 | 0 | -2 | 0
57 | COc1ccc(OC)c(/C=C2\SC(=S)N(C(C(=O)O)c3ccccc3)C2=O)c1 (stereo not drawn) | 12 | 39 | 0.4 | 32 | 6 | 3 | -43 | 23 | -15
58 | CCN(CC)C(C(=O)Nc1ccc2c(c1)OCO2)c1ccccc1 (stereo not drawn) | 6 | 35 | / | -3 | -6[fluorescence artefact?] | -2[fluorescence artefact?] | / | -9 | -3
59 | COC(=O)CCCC1=CC2=CC(=O)C(C)(OC(=O)C3CCCC3)C(=O)C2=CO1 (stereo not drawn) | 8 | -7 | 0.5 | -78 | -5 | 11 | 5 | 48 | -25
60 | CC(=O)Nc1cc2c(cc1NC(=O)Cn1nc(-c3ccc4c(c3)OCCO4)ccc1=O)OCCO2 | 16 | -33 | 0.4 | -14 | 11 | 2 | -5 | 2 | -10
61 | O=c1c(Cc2ccc(F)cc2)c(O)ccn1C1CC1 | 11 | 22 | -0.1 | -23 | -11 | 0 | 0 | 0 | -6
62 | CCCCCn1c(N2CCC(Cc3ccccc3)CC2)nc2c1c(=O)[nH]c(=O)n2C | 17 | / | -0.6 | / | / | / | -1 | 0 | -7

Assay outcomes as filed in PubChem.
